PriA SSB inh: blocks PriA binding to SSB C-terminal tail; AlphaScreen SSBct-PriA binding, biotinylated peptide; inhibition, % at 33 µM; 430,000 tested, 0.6% active; AID 1272365; in the data active means inhibition mostly above about 37%, no sharp cut-off; inactive means mostly below about 20%;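 further: plate controls were negative control peptide for no effect and reference peptide for full effect; strong numbers were not always called active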
The depositor's hits bear a star; & = joins results of further samples. The list is partial (hit frequency here may not be typical).

Results for O=S(=O)(NN=Cc1ccccc1F)c1ccccc1 ?
PriA SSB inh: -3.2

How did Cc1ccc(-c2csc3nc(SCC(=O)Nc4ccc5c(c4)OCCO5)n(-c4ccccc4)c(=O)c23)o1 do in these assays?
PriA SSB inh: -4.0

Results for C=CCOc1ccc(C=NNC(=O)C(=O)N2CCCCCC2)cc1OC ?
PriA SSB inh: -5.6

What do the screens show for `COc1ccccc1CNC(=O)CSc1nccn2nc(-c3ccc(Cl)cc3)cc12`?
PriA SSB inh: -11.0

What do the screens show for `CCN(CC)c1ccc(C=NN2CCN(Cc3ccc(C)cc3)CC2)c(O)c1`?
PriA SSB inh: 5.7

What do the screens show for `COc1ccc(C=NNC(=O)CCn2cnc(-c3ccccc3)c2-c2ccccc2)cc1OC`?
PriA SSB inh: 22.0

What do the screens show for `O=C(Nc1cccc(-c2ccc3nncn3n2)c1)c1ccc(F)cc1F`?
PriA SSB inh: -15.0

What do the screens show for `COc1cc(C)c(Br)cc1S(=O)(=O)NCCCn1ccnc1`?
PriA SSB inh: -10.0

How did Cn1cccc(C(=O)O)c1=O do in these assays?
PriA SSB inh: 16.0

Results for COCCn1c(=NC(=O)c2cccc(F)c2)sc2cc(NC(C)=O)ccc21 ?
PriA SSB inh: 0.0

What do the screens show for `CCc1ccccc1NC(=O)Cn1ccn(-c2cccc3ccccc23)c(=O)c1=O`?
PriA SSB inh: -14.0

Results for CC1(C)Cc2cccc(OCC(=O)N3CCN(C(=O)c4ccco4)CC3)c2O1 ?
PriA SSB inh: -5.0

Results for Cc1ccc(Nc2ncnc3nc[nH]c23)cc1C ?
PriA SSB inh: -24.0

Results for O=C(c1nnn(-c2ccccc2)c1CSc1ncccn1)N1CCN(c2ccccc2F)CC1 ?
PriA SSB inh: -1.0

Results for O=C(c1cccc(Oc2ccccn2)c1)N1CCN(S(=O)(=O)C2CC2)CC1 ?
PriA SSB inh: -1.0

Results for Cc1cc(N/N=C/c2ccc(Br)cc2)nc(-n2nc(C)cc2C)n1 ?
PriA SSB inh: inactive

Results for Cc1cc(C)c(NC(=O)CCCn2nc(-c3ccc(F)cc3)ccc2=O)c(C)c1 ?
PriA SSB inh: -11.0

What do the screens show for `COc1ccc(S(=O)(=O)C2CN(C(=O)C(C)(C)Oc3ccc(Cl)cc3)C2)cc1`?
PriA SSB inh: 11.0

Results for CC(=NN=C(N)c1nonc1N)c1ccc2c(c1)OCO2 ?
PriA SSB inh: -1.0

What do the screens show for `CSc1ncccc1C(=O)NCCn1ccn2nc(-c3ccco3)cc12`?
PriA SSB inh: -1.0

Results for O=[N+]([O-])c1ccc(C=NNc2ncccc2[N+](=O)[O-])s1 ?
PriA SSB inh: -5.5

How did CCC(C)(C)C1CCc2[nH]nc(C(=O)NN=C(C)c3ccco3)c2C1 (configuration not stated) do in these assays?
PriA SSB inh: 0.8

How did O=C(Cc1cccs1)NCCn1nc(-c2ccncc2)ccc1=O do in these assays?
PriA SSB inh: -7.0

How did COc1cccc(CNC(=O)CSc2ncc(-c3ccc(F)cc3)o2)c1 do in these assays?
PriA SSB inh: -17.0

What do the screens show for `O=C(Nc1ccc2c(c1)N(C(=O)C1CC1)CC2)c1ccc(C(F)(F)F)cc1`?
PriA SSB inh: 0.0

What do the screens show for `COc1ccc(NC(=O)CCNS(=O)(=O)c2ccccc2)cc1`?
PriA SSB inh: 6.0

How did Cn1c(=O)c2c(ncn2CN2CCN(C(=O)c3ccco3)CC2)n(C)c1=O do in these assays?
PriA SSB inh: -9.0

Results for CCn1nc(C)c(C=NNC(=O)c2c[nH]c3ccccc23)c1C ?
PriA SSB inh: 5.0

What do the screens show for `Cc1nc(OCC(=O)Nc2cnc(-n3nc(C)c(C)c3C)nc2)cc(-n2cccn2)n1`?
PriA SSB inh: -12.0

How did O=C(CSc1ccc(Cl)cc1)Nc1nnc(Cc2cccs2)o1 do in these assays?
PriA SSB inh: 6.0

How did Cn1cccc1C(CNC(=O)C(=O)NCCC1=CCCCC1)N1CCc2ccccc2C1 (configuration not stated) do in these assays?
PriA SSB inh: -10.0&-9.0

How did Cc1ccc2c(c1)N(Cc1ccccc1Cl)N=C(C(=O)N1CCOCC1)S2(=O)=O do in these assays?
PriA SSB inh: -6.0

What do the screens show for `COc1ccc(NC(=O)Cn2c(C)nc3c(sc4ccccc43)c2=O)cc1Cl`?
PriA SSB inh: -11.0

Results for Cn1cccc(C(=O)NCC#CCOc2cccc(C(F)(F)F)c2)c1=O ?
PriA SSB inh: -24.0

What do the screens show for `CCOc1ccc2ncc3c(-c4ccccc4)nn(CC(=O)NCc4ccccc4)c3c2c1`?
PriA SSB inh: 2.0

What do the screens show for `CCOc1c(C)cnc2c1c(=O)n(Cc1ccc(C(=O)OC)o1)c(=O)n2C`?
PriA SSB inh: -1.0

How did CCOC(=O)C1CCCN(C(=O)Nc2cn(C)c3ccccc23)C1 (configuration not stated) do in these assays?
PriA SSB inh: -15.0&3.0

What do the screens show for `Cn1nc(C(=O)N2CCC(n3c(=O)[nH]c4ccccc4c3=O)CC2)ccc1=O`?
PriA SSB inh: -3.0

How did CC1CC(C)CN(C(=O)c2ccc3c(=O)n(CCC4=CCCCC4)c(=S)[nH]c3c2)C1 (configuration not stated) do in these assays?
PriA SSB inh: -7.0

How did O=C(NCCC1=CCCCC1)C(=O)NCc1n[nH]c(=O)c2ccccc12 do in these assays?
PriA SSB inh: 24.0

What do the screens show for `CN1C(=O)NC(c2cccnc2)C(C(=O)c2cccs2)C1(O)C(F)(F)F` (configuration not stated)?
PriA SSB inh: -19.0

How did Cc1ccc(N=Cc2ccccc2O)c(C(=O)c2ccccc2)c1 do in these assays?
PriA SSB inh: 34.0

How did Cc1cccc(CC(=O)Nc2ccc3c(c2)OCC(C)(C)C(=O)N3)c1 do in these assays?
PriA SSB inh: 10.0

How did COc1ccc(N2CCN(S(=O)(=O)N3CCCCCC3)CC2)cc1 do in these assays?
PriA SSB inh: 16.0

How did Cc1ccccc1COc1cn(CC(=O)NCc2ccc3c(c2)OCO3)c(C)cc1=O do in these assays?
PriA SSB inh: -9.0

Results for O=C(Nc1ncn[nH]1)c1ccc(Cl)c(S(=O)(=O)N2CCCCC2)c1 ?
PriA SSB inh: -9.0

What do the screens show for `CCC(=O)Nc1ccc(C(=O)NCCNS(=O)(=O)c2cc(C)ccc2C)cc1`?
PriA SSB inh: -33.0

Results for COc1cccc(C=NNC(=O)c2ccc([N+](=O)[O-])cc2Cl)c1O ?
PriA SSB inh: 4.2

Results for Cc1ccccc1C=NN1C(=O)CSC1=S ?
PriA SSB inh: 8.4

What do the screens show for `CNC(=O)CS(=O)(=O)C1CCN(C(=O)CCc2ccc(Cl)c(F)c2)CC1`?
PriA SSB inh: -15.0

How did O=C1CCSCC(C(=O)N2CCC(O)CC2)N1 (configuration not stated) do in these assays?
PriA SSB inh: -13.0

Results for Cc1ccnc(Nc2ccc(NCCNC(=O)C3CCCC3)nn2)c1 ?
PriA SSB inh: -16.0

How did COc1ccc(S(=O)(=O)Nc2cnc(N3CCN(c4ccccn4)CC3)nc2)c(C)c1C do in these assays?
PriA SSB inh: 5.0

How did Cc1ccc(S(=O)(=O)N2CCC(C(=O)N3CC4(C)CC3CC(C)(C)C4)CC2)cc1 (configuration not stated) do in these assays?
PriA SSB inh: 13.0

Results for CCCn1c(C(=O)N2CCc3ncncc3C2)cc2c(=O)n(C)c(=O)n(C)c21 ?
PriA SSB inh: 4.0

Results for COc1ccc(S(=O)(=O)NCCN2CCN(C(=O)OC(C)(C)C)CC2)cc1 ?
PriA SSB inh: -14.0

How did Cn1nc(-c2ccc(F)cc2)cc1C(=O)NCC1CCN(C(=O)c2cc3ccccc3o2)CC1 do in these assays?
PriA SSB inh: 6.0

How did CN1C(=O)C(C)(C)COc2ccc(NS(=O)(=O)c3ccc(Br)cc3)cc21 do in these assays?
PriA SSB inh: 5.0

How did CCOC(=O)c1nnn(-c2ccc(Cl)cc2)c1N do in these assays?
PriA SSB inh: 5.0

How did COc1ccc(F)cc1S(=O)(=O)Nc1ccccc1C(=O)O do in these assays?
PriA SSB inh: -4.0

Overlap with the part before: 7 compounds, then new ones.
How did Cc1ccc(S(=O)(=O)N2CCC(C(=O)N3CC4(C)CC3CC(C)(C)C4)CC2)cc1 (configuration not stated) do in these assays?
PriA SSB inh: 13.0

Results for CCCn1c(C(=O)N2CCc3ncncc3C2)cc2c(=O)n(C)c(=O)n(C)c21 ?
PriA SSB inh: 4.0

Results for COc1ccc(S(=O)(=O)NCCN2CCN(C(=O)OC(C)(C)C)CC2)cc1 ?
PriA SSB inh: -14.0

How did Cn1nc(-c2ccc(F)cc2)cc1C(=O)NCC1CCN(C(=O)c2cc3ccccc3o2)CC1 do in these assays?
PriA SSB inh: 6.0

How did CN1C(=O)C(C)(C)COc2ccc(NS(=O)(=O)c3ccc(Br)cc3)cc21 do in these assays?
PriA SSB inh: 5.0

How did CCOC(=O)c1nnn(-c2ccc(Cl)cc2)c1N do in these assays?
PriA SSB inh: 5.0

How did COc1ccc(F)cc1S(=O)(=O)Nc1ccccc1C(=O)O do in these assays?
PriA SSB inh: -4.0

Results for COc1ccccc1CCNC(=O)c1cc(-c2ccco2)nc2c1c(C)nn2C1CCS(=O)(=O)C1 (configuration not stated) ?
PriA SSB inh: 11.0

How did O=C(NCC1(Sc2ccccc2)CCOCC1)c1ccc(F)cc1Cl do in these assays?
PriA SSB inh: -23.0

How did COc1ccc(C(=O)NN=Cc2cccnc2)cc1 do in these assays?
PriA SSB inh: 4.4

What do the screens show for `COc1ccc(S(=O)(=O)Nc2nc(CC(=O)NCC3CCCCC3)cs2)cc1`?
PriA SSB inh: 7.0

Results for CC(=O)N1CCc2c(sc(NC(=O)c3cc4ccccc4oc3=O)c2C#N)C1 ?
PriA SSB inh: -15.0

What do the screens show for `Cc1cc(=O)n2cccc(C(=O)O)c2n1`?
PriA SSB inh: -6.0

How did CC(=O)N1CCc2ccc(NS(=O)(=O)c3ccccc3Cl)cc21 do in these assays?
PriA SSB inh: -15.0&2.0

Results for Cc1cc(NC(=O)CN2CC(c3nc(-c4ccco4)no3)C2)no1 ?
PriA SSB inh: -4.0

What do the screens show for `O=C(NC(Nc1ncccn1)C(Cl)(Cl)Cl)c1ccccc1` (configuration not stated)?
PriA SSB inh: -5.0

How did Cn1cccc1C(CNS(=O)(=O)Cc1ccccc1F)N1CCc2ccccc2C1 (configuration not stated) do in these assays?
PriA SSB inh: 17.0

What do the screens show for `CCc1ccc2nc(N(Cc3ccccn3)C(=O)c3ccn(C)n3)sc2c1`?
PriA SSB inh: -8.0

How did Cc1oc(-c2ccc(Cl)cc2)nc1CSc1nc(-c2ccncc2)cc(=O)[nH]1 do in these assays?
PriA SSB inh: -8.0

What do the screens show for `CC(=NNC(=O)c1ccc(Cn2cc(Br)cn2)o1)c1cccc(NC(=O)C(C)C)c1`?
PriA SSB inh: -9.8

How did NC(=O)c1oc2ccccc2c1N do in these assays?
PriA SSB inh: -13.0

How did Cc1nc2ccccn2c1C(=O)NCC1CCCN1c1nc2ccccc2o1 (configuration not stated) do in these assays?
PriA SSB inh: -6.0

Overlap with the part before: 3 entries; new compounds follow.
What do the screens show for `CC(=NNC(=O)c1ccc(Cn2cc(Br)cn2)o1)c1cccc(NC(=O)C(C)C)c1`?
PriA SSB inh: -9.8

How did NC(=O)c1oc2ccccc2c1N do in these assays?
PriA SSB inh: -13.0

How did Cc1nc2ccccn2c1C(=O)NCC1CCCN1c1nc2ccccc2o1 (configuration not stated) do in these assays?
PriA SSB inh: -6.0

What do the screens show for `O=C(C[n+]1ccccc1)NN=Cc1ccc(Br)cc1`?
PriA SSB inh: -13.1

How did Cc1ccc(NC(=O)CN2CCC(C(=O)Nc3ccc(F)c(F)c3)CC2)cc1 do in these assays?
PriA SSB inh: -28.0

What do the screens show for `Cc1cc(NC(=O)c2c[nH]c(=O)n(Cc3cccs3)c2=O)on1`?
PriA SSB inh: -17.0

How did Cc1nc2ccccc2n1CC1CCN(CC(=O)Nc2ccc(OC(F)(F)F)cc2)CC1 do in these assays?
PriA SSB inh: -18.0

What do the screens show for `Cc1cc(C)cc(OCCNS(=O)(=O)c2ccccc2[N+](=O)[O-])c1`?
PriA SSB inh: 26.0

How did COc1ccccc1OCC(=O)NNC(=O)c1ccc(=O)n(Cc2ccc(Cl)cc2)c1 do in these assays?
PriA SSB inh: 5.0

What do the screens show for `CS(=O)(=O)c1cccc2sc(N3CCN(C(=O)c4ccco4)CC3)nc12`?
PriA SSB inh: -12.0

What do the screens show for `Cc1ccc(CNC(=O)C[C@@H]2Nc3cc(C)c(C)cc3NC2=O)cc1`?
PriA SSB inh: 3.0

Results for COc1ccc(-c2cc(-c3ccc(C)c(C)c3)nc(SCC(=O)NCc3ccc4c(c3)OCO4)c2C#N)cc1OC ?
PriA SSB inh: -14.0&-13.0

How did COc1ccc2c(c1)c(C(=O)NN=Cc1ccc(OC)c(OC)c1)c(C)n2C do in these assays?
PriA SSB inh: 2.0

How did O=C(C1CC=CCC1)N1CCC(CSC2=NCCS2)CC1 (configuration not stated) do in these assays?
PriA SSB inh: -7.0

How did Nc1ccc(S(N)(=O)=O)cn1 do in these assays?
PriA SSB inh: -15.0

What do the screens show for `CCOC(=O)CN1C(=O)CN(C(=O)c2ccccc2)C1=S`?
PriA SSB inh: 5.0

Results for O=C(NCCCn1nc(-c2ccco2)ccc1=O)c1ccc(F)cc1F ?
PriA SSB inh: -13.0

How did Cc1ccc2oc3c(c(=O)c2c1)C(c1ccccc1)N(c1nccs1)C3=O (configuration not stated) do in these assays?
PriA SSB inh: -14.0

Results for Cn1nc(CNC(=O)C2COc3ccccc3O2)cc1C1CC1 (configuration not stated) ?
PriA SSB inh: -12.0

Results for Cn1nnc2c(SCc3ccc(C(F)(F)F)cc3)ncnc21 ?
PriA SSB inh: -17.0

Results for Oc1ccccc1C=Nn1cnn(Cc2ccccc2Cl)c1=S ?
PriA SSB inh: -48.1

Results for CC1CCCCN1S(=O)(=O)c1ccc(C(=O)Nc2nnc(C3CCCO3)o2)cc1 (configuration not stated) ?
PriA SSB inh: 29.0

Results for COCC(=O)NCCn1ncc2c(N3CCCC3)ncnc21 ?
PriA SSB inh: -20.0&-8.0

How did CCC(=O)Nc1ccc(-c2nc3ccccc3o2)cc1 do in these assays?
PriA SSB inh: -11.0

Screens deposited in PubChem BioAssay by Small Molecule Screening Facility, UW Madison.
